CatB block: blocks human cathepsin B protease activity; P07858; purified cathepsin B, fluorogenic substrate, fluorescence; inhibition, %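 (tested at 10 µM)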; 63,000 tested, 0.1% active; AID 453; in the data active means inhibition above about 21%;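 further: 0% = enzyme with no compound and 100% = no enzyme blank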
C1s block: blocks human complement C1s protease activity. P09871. purified C1s, fluorogenic AMC substrate, pooled mixtures. mean inhibition % of two 10-compound mixtures (stronger effect = higher value), % at 5 µM (by protocol). 62,000 tested, 0.16% active. AID 538;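 active means inhibition above 20% in each of the two 10-compound mixture wells holding the compound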;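 further: 0% = enzyme wells lacking compound mixture and 100% = no-enzyme blank wells; some compounds called inactive have numbers as strong as hits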
Her2 expr inh: inhibitors of human Her2 kinase expression; P04626; SKBR-3 HER2 protein level, AlphaScreen, 18-24 h; stronger effect = lower value; HER2 level % of control, % at 10 µM; 65,000 tested, 0.69% active; AID 645;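 active means HER2 level under 5% of the carrier-only control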;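 further: 100% = DMSO carrier and 0% = 500 nM PU-H71 HSP90 inhibitor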
CatS block: human cathepsin S inhibition; 62,000 tested, 0.06% active; inhibition, %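 (tested at 5 µM per compound within 10-compound mixtures)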; AID 501; recombinant cathepsin S, AMC dipeptide fluorescence, pooled mixtures; P25774; in the data active means inhibition above about 32%, passing the limit was not always enough;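 further: 0% = enzyme without compound and 100% = blank without enzyme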
Target sequence (P25774 115-331 limits assumed): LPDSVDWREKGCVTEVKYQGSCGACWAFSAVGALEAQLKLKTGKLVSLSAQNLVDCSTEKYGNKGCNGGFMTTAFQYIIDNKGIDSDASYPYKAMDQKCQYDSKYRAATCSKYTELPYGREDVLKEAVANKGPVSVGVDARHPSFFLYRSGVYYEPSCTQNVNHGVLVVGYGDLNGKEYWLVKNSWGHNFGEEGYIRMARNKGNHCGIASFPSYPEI
CatL block: blocks human cathepsin L protease activity; purified cathepsin L, fluorogenic substrate, fluorescence; 58,000 tested, 0.17% active; P07711; inhibition, %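 (tested at 10 µM)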; AID 460; in the data active means inhibition above about 45%;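 further: 0% = enzyme with no compound and 100% = no enzyme blank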
Target sequence (P07711 114-288 limits assumed): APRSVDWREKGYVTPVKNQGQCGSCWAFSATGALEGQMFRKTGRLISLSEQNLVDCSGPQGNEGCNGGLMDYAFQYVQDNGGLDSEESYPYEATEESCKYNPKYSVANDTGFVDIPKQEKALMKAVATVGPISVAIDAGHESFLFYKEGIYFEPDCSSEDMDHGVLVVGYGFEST
Target sequence (P07711 292-333 limits assumed): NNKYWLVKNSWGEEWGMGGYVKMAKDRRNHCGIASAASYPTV
PKA kinase inh: inhibitors of human protein kinase A; P17612; PKA Kemptide phosphorylation, Kinase-Glo ATP luminescence; inhibition, % at 6 µM; 65,000 tested, 0.1% active; AID 524;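 active means inhibition above the screen-wide mean inhibition plus 3 SD, cut at about 21% in these data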; further: many of its hits are not listed in these tables
CatB mixtures: human cathepsin B inhibition by mixtures. P07858. inhibition, %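 (ten-compound pools at 5 µM per compound and 50 µM total)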. 62,000 tested, 0.06% active. Purified cathepsin B, AMC dipeptide fluorescence, compound mixtures. AID 488; in the data active means inhibition above about 22%, passing the limit was not always enough;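 further: 0% = enzyme without compound and 100% = no enzyme blank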
ROCK2 blocker: blocks human Rho kinase 2 activity | 60,000 tested, 0.35% active | inhibition, % at 6 µM | purified ROCK2, Kinase-Glo ATP depletion luminescence | AID 604;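 active means inhibition above the screen-wide mean inhibition plus 3 SD, cut at about 18% in these data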;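 further: plate controls were DMSO wells for no effect and Y-27632 control wells after no-enzyme background subtraction for full effect; many of its hits are not listed in these tables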
CatG inh: blocks human cathepsin G enzyme activity. purified enzyme, AMC-tetrapeptide fluorescence, pooled mixtures. inhibition, % at 5 µM (by protocol). 62,000 tested, 0.2% active. AID 581;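 active means inhibition above 20% in each of the two mixture wells holding the compound; inactive means inhibition of 20% or less in either well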;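 further: 0% = enzyme control without mixture and 100% = blank lacking enzyme; strong numbers were not always called active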
Target sequence (P08311 21-244 limits assumed): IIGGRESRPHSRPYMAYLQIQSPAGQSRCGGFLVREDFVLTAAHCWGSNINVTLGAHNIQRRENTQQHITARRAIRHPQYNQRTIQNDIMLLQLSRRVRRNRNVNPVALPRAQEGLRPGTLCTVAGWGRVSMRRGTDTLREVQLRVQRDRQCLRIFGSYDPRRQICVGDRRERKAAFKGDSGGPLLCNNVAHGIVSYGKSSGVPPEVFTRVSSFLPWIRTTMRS
* marks the source's active call; other numbers are inactive results. An excerpt; count on the stated rates, not on these rows.

The opening 5 compounds as a preview:
CCN1CCN(CCNC(=O)c2cn(C(C)c3ccccc3F)nn2)CC1 (stereo not given) was read as CatB block -2, C1s block 1, Her2 expr inh 97, CatS block 7, CatL block 9, PKA kinase inh 8, CatB mixtures 4, ROCK2 blocker 5 and CatG inh 10.
For Cc1cc(NC(=O)Cn2c(=O)c3c(ncn3CCC(C)C)n(Cc3ccccc3)c2=O)no1 the results were CatB block 5, C1s block -65, Her2 expr inh 97, CatS block 2, CatL block 1, PKA kinase inh 4, CatB mixtures 5, ROCK2 blocker -2 and CatG inh -3.
For CCN(C1CCS(=O)(=O)C1)S(=O)(=O)c1cccs1 (stereo not given) the results were CatB block 3, C1s block 8, Her2 expr inh 114, CatS block 16, CatL block 3, PKA kinase inh -2, CatB mixtures 6, ROCK2 blocker 0 and CatG inh 9.
O=C(O)CS(=O)(=O)CC(=O)O was read as CatB block -1, C1s block 6, Her2 expr inh 51, CatS block 1, CatL block 33, PKA kinase inh 12, CatB mixtures -2, ROCK2 blocker 7 and CatG inh 1.
`O=C(CN(Cc1ccc2c(c1)OCO2)C(=O)CSc1nc2ccccc2o1)NC1CCCCC1` gave CatB block -1, C1s block -5, Her2 expr inh 115, CatS block -2, CatL block -2, PKA kinase inh -5, CatB mixtures -6, ROCK2 blocker -6 and CatG inh -2.

The whole of this part (from the top)
CCN1CCN(CCNC(=O)c2cn(C(C)c3ccccc3F)nn2)CC1 (stereo not given) was read as CatB block -2, C1s block 1, Her2 expr inh 97, CatS block 7, CatL block 9, PKA kinase inh 8, CatB mixtures 4, ROCK2 blocker 5 and CatG inh 10.
For Cc1cc(NC(=O)Cn2c(=O)c3c(ncn3CCC(C)C)n(Cc3ccccc3)c2=O)no1 the results were CatB block 5, C1s block -65, Her2 expr inh 97, CatS block 2, CatL block 1, PKA kinase inh 4, CatB mixtures 5, ROCK2 blocker -2 and CatG inh -3.
For CCN(C1CCS(=O)(=O)C1)S(=O)(=O)c1cccs1 (stereo not given) the results were CatB block 3, C1s block 8, Her2 expr inh 114, CatS block 16, CatL block 3, PKA kinase inh -2, CatB mixtures 6, ROCK2 blocker 0 and CatG inh 9.
O=C(O)CS(=O)(=O)CC(=O)O was read as CatB block -1, C1s block 6, Her2 expr inh 51, CatS block 1, CatL block 33, PKA kinase inh 12, CatB mixtures -2, ROCK2 blocker 7 and CatG inh 1.
`O=C(CN(Cc1ccc2c(c1)OCO2)C(=O)CSc1nc2ccccc2o1)NC1CCCCC1` gave CatB block -1, C1s block -5, Her2 expr inh 115, CatS block -2, CatL block -2, PKA kinase inh -5, CatB mixtures -6, ROCK2 blocker -6 and CatG inh -2.
Screening Cc1cc(N2CCN(c3ccccn3)CC2)n2nc(C)nc2n1 returned CatB block 2, C1s block 1, Her2 expr inh 85, CatS block 9, CatL block 1, PKA kinase inh 4, CatB mixtures 0, ROCK2 blocker 3 and CatG inh -1.
CCc1cccc(OCC(=O)Nc2ccc(S(=O)(=O)Nc3onc(C)c3C)cc2)c1 was read as CatB block -3, C1s block -8, Her2 expr inh 92, CatS block 8, PKA kinase inh 4, CatB mixtures 0, ROCK2 blocker 4 and CatG inh -1.
`CCCCN(CCCNc1ncnc2nc[nH]c12)c1ccccc1` gave CatB block 2, C1s block -9, Her2 expr inh 96, CatS block 9, CatL block 12, PKA kinase inh 8, CatB mixtures 1, ROCK2 blocker 6 and CatG inh 12.
COc1ccc(-c2nnc(SCC(=O)NC(C)c3ccccc3)o2)cc1 (stereo not given) was read as CatB block 4, C1s block 7, Her2 expr inh 95, CatS block 11, CatL block 11, PKA kinase inh 4, CatB mixtures 8, ROCK2 blocker -7 and CatG inh 8.
`Cc1nc(CSc2nnc3scc(-c4ccc(Cl)cc4)n23)cs1` gave CatB block 5, C1s block -12, Her2 expr inh 128, CatS block 12, PKA kinase inh -2, CatB mixtures 4 and CatG inh 4.
Screening c1ccc(Cc2nnc3sc(Nc4ccccc4)nn23)cc1 returned CatB block 4, C1s block 12, Her2 expr inh 85, CatS block -4, CatL block -1, PKA kinase inh 6, CatB mixtures 2, ROCK2 blocker 6 and CatG inh 7.
`CCCC(NS(=O)(=O)c1ccc(Br)cc1)C(=O)O` (stereo not given) gave CatB block -4, C1s block -11, Her2 expr inh 95, CatS block -6, CatL block 0, PKA kinase inh -1, CatB mixtures -3, ROCK2 blocker -1 and CatG inh -3.
CN(C)c1ccc(/C=[N+](\[O-])C(C)(C)/C=N/O)cc1 was read as C1s block -24, Her2 expr inh 97, PKA kinase inh -2 and ROCK2 blocker 0.
For CC(C)(C)Nc1ncnc2c1cnn2-c1ccccc1 the results were CatB block 0, C1s block -9, Her2 expr inh 81, CatS block -8, CatL block -5, PKA kinase inh 10, CatB mixtures 5, ROCK2 blocker 7 and CatG inh -1.
For CC1CN(c2oc(COc3ccc(Cl)cc3Cl)nc2C#N)CC(C)O1 (stereo not given) the results were CatB block -2, C1s block -9, Her2 expr inh -19*, CatS block 35, CatL block -1, PKA kinase inh 9, CatB mixtures 8, ROCK2 blocker 8 and CatG inh -1.
Cc1ccc(S(=O)(=O)N(C)CC(=O)N2CCN(C(=O)c3ccco3)CC2)cc1 was read as CatB block 7, C1s block -5, Her2 expr inh 77, CatS block 7, CatL block 9, PKA kinase inh 5, CatB mixtures 0, ROCK2 blocker 3 and CatG inh 9.
For CCn1ncc2c1C(=O)NC1c3ccccc3C(=O)N21 (stereo not given) the results were CatB block 8, C1s block 15, Her2 expr inh 111, CatS block 14, CatL block 2, PKA kinase inh -4, CatB mixtures 4, ROCK2 blocker 4 and CatG inh 9.
Screening CCCCC(=O)Nc1ccc2c(c1)nc1n2CCOC1 returned CatB block -4, C1s block -6, Her2 expr inh 76, CatS block -33, CatL block -11, PKA kinase inh 1, CatB mixtures 2, ROCK2 blocker 0 and CatG inh -9.
Screening O=C(CSc1ncc(-c2ccccc2)nn1)NCc1ccco1 returned CatB block -1, C1s block 5, Her2 expr inh 95, CatS block -1, CatL block -15, PKA kinase inh 2, CatB mixtures -1, ROCK2 blocker 8 and CatG inh 1.
For CCN1CCN(Cc2ccc3c(c2)Cc2ccccc2-3)CC1 the results were CatB block -1, C1s block 23, Her2 expr inh 92, CatS block 1, CatL block 4, PKA kinase inh 6, CatB mixtures 4, ROCK2 blocker 2 and CatG inh 11.
For O=C(Nc1nnc(SCc2ccc(Cl)cc2)s1)c1ccco1 the results were CatB block 6, C1s block -16, Her2 expr inh 108, CatS block 8, CatL block 7, PKA kinase inh 3, CatB mixtures 3, ROCK2 blocker 7 and CatG inh -2.
Cc1cccc(C)c1NC(=O)C1CCCNC1 (stereo not given) was read as CatB block 3, C1s block 11, Her2 expr inh 105, CatS block -1, CatL block 19, PKA kinase inh 5, CatB mixtures 4, ROCK2 blocker 2 and CatG inh 9.
O=C(c1ccncc1)c1ccc(N2CCN(C3CC(=O)N(Cc4ccccc4)C3=O)CC2)cc1 (stereo not given) was read as CatB block 1, C1s block 9, Her2 expr inh 106, CatS block 11, CatL block 6, PKA kinase inh 8, CatB mixtures 1, ROCK2 blocker 8 and CatG inh -5.
COc1ccc(OC)c(-c2cc(C(=O)N3CCCc4ccccc43)no2)c1 was read as CatB block -3, C1s block -17, Her2 expr inh 109, CatS block 6, CatL block 13, PKA kinase inh 12, CatB mixtures -2, ROCK2 blocker 2 and CatG inh 1.
For O=C(CCn1cccc1)Nc1cc(F)ccc1F the results were CatB block -7, C1s block -13, Her2 expr inh 104, CatS block -9, CatL block -9, PKA kinase inh -3, CatB mixtures 5, ROCK2 blocker -2 and CatG inh 0.
Screening CC1CCN(Cc2ccc(NC(=O)C3CCN(c4nnc(-n5cccc5)s4)CC3)cc2)CC1 returned CatB block 13, C1s block 4, Her2 expr inh 84, CatL block 67*, PKA kinase inh 2, CatB mixtures 6, ROCK2 blocker 0 and CatG inh 14.
`COc1ccc2nc(C)c3cc(C)oc3c2c1` gave CatB block -4, C1s block -12, Her2 expr inh 101, CatS block -5, CatL block -14, PKA kinase inh 5, CatB mixtures 4, ROCK2 blocker 1 and CatG inh -2.
`COc1ccc(NC(=O)CS(=O)CC(=O)NCc2cccc(C(F)(F)F)c2)cc1` (stereo not given) gave CatB block -4, C1s block 0, Her2 expr inh 110, CatS block -6, CatL block 7, PKA kinase inh -4, CatB mixtures -5, ROCK2 blocker 0 and CatG inh 9.
Cc1ccc(NC(=O)C2CCCN(S(=O)(=O)c3cnc[nH]3)C2)cc1F (stereo not given) was read as CatB block -3, C1s block 19, Her2 expr inh 79, CatS block 5, CatL block 16, PKA kinase inh 8, CatB mixtures 4, ROCK2 blocker 2 and CatG inh 9.
Screening COc1ccccc1N1CCN(C(CNS(=O)(=O)c2ccc(C)cc2)c2cccnc2)CC1 (stereo not given) returned CatB block 1, C1s block 10, Her2 expr inh 69, CatS block -6, CatL block -3, PKA kinase inh 4, CatB mixtures -3 and CatG inh 8.
`CSC1=NCCN1C(=O)Cc1cccs1` gave CatB block 2, C1s block 8, Her2 expr inh 114, CatS block 22, PKA kinase inh -7, CatB mixtures 3, ROCK2 blocker 2 and CatG inh 9.
For CNc1nc(Nc2ccc(C(C)=O)cc2)nc(OC(C(F)(F)F)C(F)(F)F)n1 the results were CatB block 1, C1s block 29, Her2 expr inh 98, CatS block -8, CatB mixtures 2 and CatG inh 9.
Screening CCOc1cc(CN2CCN(C(=O)c3ccco3)CC2)ccc1OC returned CatB block -6, C1s block 9, Her2 expr inh 98, CatS block 3, CatL block 2, PKA kinase inh 0, CatB mixtures 6, ROCK2 blocker 4 and CatG inh 2.
For COc1ccc(-n2nnnc2SCC(=O)Nc2cccc(C)n2)cc1OC the results were CatB block 4, C1s block -2, Her2 expr inh 91, CatS block -2, CatL block 26, PKA kinase inh -1, CatB mixtures 0, ROCK2 blocker -7 and CatG inh 0.
`COc1ccc(-c2nnc(SCC(=O)OC3CCCCC3)o2)cc1OC` gave CatB block 0, C1s block -2, Her2 expr inh 151, CatS block -3, CatL block 1, PKA kinase inh -10, CatB mixtures 0, ROCK2 blocker 7 and CatG inh 9.
For CCN(CC)S(=O)(=O)c1ccc(NC(=O)c2cccc3c2C(=O)N(CCOC)C3)cc1 the results were CatB block -1, C1s block 26, Her2 expr inh 189, CatS block 18, CatL block -6, PKA kinase inh 4, CatB mixtures 8, ROCK2 blocker 6 and CatG inh 3.
O=C(O)c1ccc(COc2c(F)c(F)cc(F)c2F)cc1 was read as CatB block -3, C1s block -5, Her2 expr inh 96, CatS block 10, CatL block 9, PKA kinase inh 5, CatB mixtures 7, ROCK2 blocker 5 and CatG inh 9.
Screening Cc1cc(C(=O)NCc2cccnc2)no1 returned CatB block 3, C1s block 11, Her2 expr inh 179, CatS block 1, CatL block -5, PKA kinase inh 4, CatB mixtures 5, ROCK2 blocker 4 and CatG inh 6.
